Screening data (PubChem BioAssay)
CCR6 antag: blocks CCL20-driven beta-arrestin recruitment at human CCR6; inhibition, % at 20 µM; CHO-K1 CCR6 PathHunter beta-arrestin, luminescence, CCL20-stimulated; hit rate 0.49% among 340,000; P51684;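 active means compounds whose inhibition of the agonist-driven luminescence signal at 20 µM reaches about 50%, limit read from the data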;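 further: cells stimulated with CCL20 at 14 nM final; plate controls were DMSO with CCL20 for no effect and DMSO without agonist for full effect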
Target sequence (P51684 whole entry, looked up): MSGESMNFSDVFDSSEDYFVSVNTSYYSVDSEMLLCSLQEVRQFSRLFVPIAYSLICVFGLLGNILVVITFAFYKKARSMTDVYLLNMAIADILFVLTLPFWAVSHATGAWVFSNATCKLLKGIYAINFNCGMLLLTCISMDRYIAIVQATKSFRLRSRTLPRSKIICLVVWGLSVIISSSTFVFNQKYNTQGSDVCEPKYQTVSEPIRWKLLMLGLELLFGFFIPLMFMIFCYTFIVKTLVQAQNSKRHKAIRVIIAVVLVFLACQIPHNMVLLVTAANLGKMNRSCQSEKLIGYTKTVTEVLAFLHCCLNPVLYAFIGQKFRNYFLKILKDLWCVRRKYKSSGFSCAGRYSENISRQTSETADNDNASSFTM
EBI2 antag: blocks human EBI2 receptor beta-arrestin signaling; inhibition, % at 5 µM; P32249; EBI2 beta-arrestin recruitment, luminescence, 7a,25-OHC stimulated; hit rate 0.81% among 360,000; in the data active means inhibition above about 38%;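 further: enzyme fragment complementation signal reports receptor beta-arrestin coupling in cells; 0% = agonist plus DMSO wells and 100% = wells without agonist; some results beyond the cut were filed as inactive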
Target sequence (P32249 whole entry, looked up, the tested form may be a part): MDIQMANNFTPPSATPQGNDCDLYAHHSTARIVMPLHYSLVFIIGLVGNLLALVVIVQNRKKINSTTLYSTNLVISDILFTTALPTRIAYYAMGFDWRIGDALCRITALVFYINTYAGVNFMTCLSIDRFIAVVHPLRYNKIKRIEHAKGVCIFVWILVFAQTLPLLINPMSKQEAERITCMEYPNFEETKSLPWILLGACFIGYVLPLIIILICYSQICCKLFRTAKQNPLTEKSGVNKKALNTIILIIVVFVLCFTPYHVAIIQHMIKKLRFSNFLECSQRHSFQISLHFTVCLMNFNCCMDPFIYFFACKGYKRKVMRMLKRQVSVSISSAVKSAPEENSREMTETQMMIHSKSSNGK
697 NFkB inh: inhibitors of the PMA/ionomycin-induced NF-kB reporter in 697 B cells; 697 B-cell NF-kB luciferase reporter, 16 h; inhibition, % at 4 µM; hit rate 0.33% among 330,000; AID 435022; in the data active means inhibition above about 35%
Mdm2 MdmX PPI: human Mdm2/MdmX binding inhibition; O15151+Q00987; SaOS-2 split-luciferase Mdm2/MdmX complementation, luminescence; inhibition, % at 8 µM; hit rate 3% among 330,000; AID 485346;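 active means inhibition of at least 50% at 8 µM in the primary screen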
Gli-Sufu block: antagonists of Gli-Sufu signaling; Sufu-KO-LIGHT fibroblasts, Gli luciferase reporter luminescence; inhibition, % at 5 µM; hit rate 0.74% among 340,000;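 active means inhibition above about 55%, limit read from the data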;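 further: 0% = DMSO-treated cells and 100% = wells with medium but no cells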
CXCR6 inh: blocks human CXCR6 beta-arrestin recruitment; O00574; CHO-K1 PathHunter CXCR6 beta-arrestin, luminescence; inhibition, % at 20 µM; hit rate 0.36% among 360,000; in the data active means inhibition above about 34%, passing the limit was not always enough;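 further: antagonist mode with CXCL16 agonist at 10 nM final; 0% = 10 nM CXCL16 with DMSO and 100% = unstimulated wells without agonist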
Target sequence (O00574 whole entry, looked up): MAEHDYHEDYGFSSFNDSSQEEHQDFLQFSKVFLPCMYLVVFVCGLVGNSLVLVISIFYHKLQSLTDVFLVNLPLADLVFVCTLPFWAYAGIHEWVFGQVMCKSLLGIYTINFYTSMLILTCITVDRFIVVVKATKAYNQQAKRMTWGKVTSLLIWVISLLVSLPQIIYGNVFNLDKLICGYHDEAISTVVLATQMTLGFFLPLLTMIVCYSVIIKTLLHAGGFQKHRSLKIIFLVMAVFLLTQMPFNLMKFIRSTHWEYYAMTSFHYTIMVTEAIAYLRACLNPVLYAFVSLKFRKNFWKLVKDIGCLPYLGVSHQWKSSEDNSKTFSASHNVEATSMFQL
UPR XBP1 act: activators of adaptive arm of unfolded protein response (XBP1). CHO-XBP1 luciferase reporter, IRE1-XBP1 UPR activation, luminescence; percent of tunicamycin response, DMSO as zero. activation, % at 20 µM. hit rate 0.33% among 330,000;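 active means versus positive control, 20 µM dose yields 30% or more activation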;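 further: 100% = tunicamycin at 10 µg/mL and 0% = DMSO only wells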
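Signal: luciferase luminescence; Assay system: CHO-XBP1 luciferase reporter cells; Amount: one thousand reporter cells per well; Dosing: 20 µM single concentration, DMSO 1%; Benchmarks: high control tunicamycin 10 µg/mL final, low control DMSO vehicle only; Schedule: 6 h compound exposure at 37 °C, 5% CO2; Evaluation: percent activation relative to tunicamycin reference.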
UPR CHOP act: apoptotic UPR (CHOP) activation; CHO-CHOP luciferase reporter, luminescence; percent of tunicamycin response over DMSO baseline; activation, % at 10 µM; hit rate 0.34% among 330,000; AID 449763;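 active means at 10 µM dose, activation of 40% or more, normalized to positive control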;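 further: 100% = tunicamycin at 10 µg/mL and 0% = DMSO alone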
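measured by = luciferase luminescence | assay system = CHO-CHOP cells, stable luciferase reporter of PERK-eIF2a-CHOP signalling | amount = 500 reporter cells seeded per well | timing = 6 h compound exposure at 37 °C after overnight seeding | controls = positive tunicamycin 10 µg/mL, negative DMSO alone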
Jurkat NFkB inh: lowers PMA/ionomycin-induced NF-kB signal in Jurkat cells. PMA/ionomycin-induced NF-kB luciferase reporter, luminescence. AID 435003. inhibition, % at 4 µM. hit rate 0.53% among 330,000; in the data active means inhibition above about 50%
* hit, by the source's call. Not a hit list, and some 5% of all compounds hit somewhere here.

Screening O=C1C(SCCO)=C(SCCO)C(=O)c2ccccc21 returned CCR6 antag 108*, EBI2 antag 20, 697 NFkB inh -52, Mdm2 MdmX PPI 82*, Gli-Sufu block 7, CXCR6 inh 103*, UPR XBP1 act -7, UPR CHOP act -12 and Jurkat NFkB inh 17.
`COc1cc(/C=C/C(=O)O)cc(S(=O)(=O)Nc2ccccc2Cl)c1OC` gave CCR6 antag 21, EBI2 antag -8, 697 NFkB inh 21, Mdm2 MdmX PPI 13, Gli-Sufu block 5, CXCR6 inh -3, UPR XBP1 act -1, UPR CHOP act 0.1 and Jurkat NFkB inh -16.
`O=C(CCNS(=O)(=O)c1ccccc1C(F)(F)F)NCc1ccc2c(c1)OCO2` gave CCR6 antag 10, EBI2 antag -5, 697 NFkB inh -18, Mdm2 MdmX PPI -11, Gli-Sufu block 7, CXCR6 inh -4, UPR XBP1 act 2, UPR CHOP act 0.5 and Jurkat NFkB inh -10.
Screening O=C(NCCC1CCCCN1S(=O)(=O)c1ccc(F)cc1)C(=O)NCC1CCCO1 (stereo not drawn) returned CCR6 antag 7, EBI2 antag 14, 697 NFkB inh 23, Mdm2 MdmX PPI 12, Gli-Sufu block -2, CXCR6 inh 3, UPR XBP1 act -1, UPR CHOP act 1.3 and Jurkat NFkB inh -2.
`CCOC(=O)N1CCC(NC(=O)C(NS(=O)(=O)c2cccc3nsnc23)c2ccccc2)CC1` (stereo not drawn) gave CCR6 antag -2, EBI2 antag 3, 697 NFkB inh 15, Mdm2 MdmX PPI -6, Gli-Sufu block -3, CXCR6 inh 2, UPR XBP1 act -3, UPR CHOP act 0.5 and Jurkat NFkB inh 4.
Screening O=C(c1cccc(S(=O)(=O)NCc2ccccc2)c1)N1CCCC1 returned CCR6 antag -9, EBI2 antag 4, 697 NFkB inh 5, Mdm2 MdmX PPI 17, Gli-Sufu block 15, CXCR6 inh 9, UPR XBP1 act -3, UPR CHOP act 0.2 and Jurkat NFkB inh 8.
For CC(C)NC(=O)COC(=O)c1ccccc1C(=O)c1ccccc1 the results were CCR6 antag 18, EBI2 antag 1, 697 NFkB inh -2, Mdm2 MdmX PPI -1, Gli-Sufu block 43, CXCR6 inh -3, UPR XBP1 act 3, UPR CHOP act 0.0 and Jurkat NFkB inh 5.
`O=C(Nc1ccccc1C(=O)Nc1ccc2c(c1)OCO2)c1ccco1` gave CCR6 antag -15, EBI2 antag -18, 697 NFkB inh -6, Mdm2 MdmX PPI 32, Gli-Sufu block 4, CXCR6 inh 1, UPR XBP1 act -1, UPR CHOP act -0.7 and Jurkat NFkB inh -9.
For O=C(COc1ccccc1[N+](=O)[O-])N/N=C/c1ccc[nH]1 the results were CCR6 antag 0, EBI2 antag -9, 697 NFkB inh 11, Mdm2 MdmX PPI 4, Gli-Sufu block -3, CXCR6 inh -15, UPR XBP1 act 0, UPR CHOP act 2.8 and Jurkat NFkB inh -5.
COc1cc(CNc2ccc(O)cc2)cc(Br)c1OCc1ccccc1 was read as CCR6 antag 4, EBI2 antag -4, 697 NFkB inh 10, Mdm2 MdmX PPI 1, Gli-Sufu block 6, CXCR6 inh -12, UPR XBP1 act -1, UPR CHOP act 0.8 and Jurkat NFkB inh 0.
For Cc1cccc(N2CCN(C(=O)c3cc4cc(F)ccc4[nH]3)CC2)c1C the results were CCR6 antag -1, EBI2 antag 92*, 697 NFkB inh -23, Mdm2 MdmX PPI -23, Gli-Sufu block 11, CXCR6 inh 14, UPR XBP1 act 2, UPR CHOP act 0.7 and Jurkat NFkB inh -2.
Cc1cccc(S(=O)(=O)c2c(N)n(/N=C/c3cccnc3)c3nc4ccccc4nc23)c1 was read as CCR6 antag -1, EBI2 antag 39, 697 NFkB inh -40, Mdm2 MdmX PPI 5, Gli-Sufu block 6, CXCR6 inh 3, UPR XBP1 act 19, UPR CHOP act 8.0 and Jurkat NFkB inh -52.
For COc1ccc(CNC(=O)C/C(C)=N/NC(=O)Cc2ccc(OC)c(OC)c2)cc1 the results were CCR6 antag -6, EBI2 antag 2, 697 NFkB inh 14, Mdm2 MdmX PPI 4, Gli-Sufu block -2, CXCR6 inh -1, UPR XBP1 act -6, UPR CHOP act -1.7 and Jurkat NFkB inh 10.
For CC1CCCN(C(=O)CCNC(=O)c2ccccc2Cl)C1 (stereo not drawn) the results were CCR6 antag 1, EBI2 antag -2, 697 NFkB inh -35, Mdm2 MdmX PPI 18, Gli-Sufu block 2, CXCR6 inh -2, UPR XBP1 act -3, UPR CHOP act 0.6 and Jurkat NFkB inh 8.
`COc1ccc(CCNC(=O)c2ccc(OCc3c(C)noc3C)cc2)cc1OC` gave CCR6 antag 6, EBI2 antag -4, 697 NFkB inh 8, Mdm2 MdmX PPI 8, Gli-Sufu block -4, CXCR6 inh 4, UPR XBP1 act -4, UPR CHOP act 0.8 and Jurkat NFkB inh -9.
`C=CCn1c(SCc2cccc(OC)c2)nnc1-c1ccncc1` gave CCR6 antag 5, EBI2 antag 0, 697 NFkB inh -15, Mdm2 MdmX PPI -12, Gli-Sufu block 3, CXCR6 inh -3, UPR XBP1 act 1, UPR CHOP act 0.5 and Jurkat NFkB inh 15.
`CC(O)[C@H]1CNC(=O)C(=O)N1CCc1cc(C(F)(F)F)cc(C(F)(F)F)c1` (stereo partly drawn) gave CCR6 antag -3, EBI2 antag -5, 697 NFkB inh 11, Mdm2 MdmX PPI 8, Gli-Sufu block -3, CXCR6 inh -1, UPR XBP1 act -1, UPR CHOP act -1.6 and Jurkat NFkB inh 9.
COc1ccc2oc(C(=O)OCC(=O)c3ccc4c(c3)OCCO4)c(C)c2c1 was read as CCR6 antag 17, EBI2 antag 7, 697 NFkB inh -13, Mdm2 MdmX PPI -22, Gli-Sufu block -6, CXCR6 inh -4, UPR XBP1 act 1, UPR CHOP act 2.1 and Jurkat NFkB inh -12.
For O=C(CCc1ccccc1)Nc1cc(Cl)ccc1O the results were CCR6 antag -14, EBI2 antag -5, 697 NFkB inh -2, Mdm2 MdmX PPI -18, Gli-Sufu block 11, CXCR6 inh -12, UPR XBP1 act 0, UPR CHOP act 2.6 and Jurkat NFkB inh -26.
For C[C@@H]1CC(=O)[C@H]2CC(CO)=CCC[C@@H]2[C@@]1(C)CC/C(=C/CO)CO the results were CCR6 antag 28, EBI2 antag 8, 697 NFkB inh 11, Mdm2 MdmX PPI 4, Gli-Sufu block -1, CXCR6 inh 12, UPR XBP1 act -2, UPR CHOP act 2.6 and Jurkat NFkB inh 3.
For Cc1ccc(Cn2c(C(CO)Nc3nc(-c4ccc(Cl)c([N+](=O)[O-])c4)cs3)nc3ccccc32)cc1 (stereo not drawn) the results were CCR6 antag 12, EBI2 antag -5, 697 NFkB inh 9, Mdm2 MdmX PPI 64*, Gli-Sufu block 0, CXCR6 inh -6, UPR XBP1 act 4, UPR CHOP act -0.4 and Jurkat NFkB inh -1.
O=C(NCCc1ccccn1)c1cc(-c2cccc3ccccc23)nc2ccccc12 was read as CCR6 antag 20, EBI2 antag 7, 697 NFkB inh 7, Mdm2 MdmX PPI 5, Gli-Sufu block 4, CXCR6 inh 2, UPR XBP1 act -2, UPR CHOP act -2.6 and Jurkat NFkB inh -2.
`Cc1nn2c([nH]c(=O)c3ccccc32)c1C=O` gave CCR6 antag -14, EBI2 antag 4, 697 NFkB inh 11, Mdm2 MdmX PPI 4, Gli-Sufu block -1, CXCR6 inh -1, UPR XBP1 act -1, UPR CHOP act 0.6 and Jurkat NFkB inh 7.
`CC1CCCCN1C(=O)CSc1nc(C2CC2)nc2ccccc12` (stereo not drawn) gave CCR6 antag 13, EBI2 antag 13, 697 NFkB inh -2, Mdm2 MdmX PPI 34, Gli-Sufu block -1, CXCR6 inh -9, UPR XBP1 act -4, UPR CHOP act 27 and Jurkat NFkB inh -5.
CCC(C)(NC(=O)c1ccccn1)C(=O)NC1CCCC1 (stereo not drawn) was read as CCR6 antag 15, EBI2 antag 1, 697 NFkB inh 17, Mdm2 MdmX PPI 11, Gli-Sufu block 1, CXCR6 inh -3, UPR XBP1 act -2, UPR CHOP act 0.8 and Jurkat NFkB inh -4.
Clc1cccc(-c2nnc(SCc3nc4ccccc4[nH]3)n2Cc2ccco2)c1 was read as CCR6 antag 1, EBI2 antag 10, 697 NFkB inh 24, Mdm2 MdmX PPI -12, Gli-Sufu block 33, CXCR6 inh 9, UPR XBP1 act -1, UPR CHOP act 0.1 and Jurkat NFkB inh 20.
COc1ccccc1CNS(=O)(=O)c1cc2c3c(c1)C(C)C(=O)N3CCC2 (stereo not drawn) was read as CCR6 antag 1, EBI2 antag 3, 697 NFkB inh 4, Mdm2 MdmX PPI 24, Gli-Sufu block 20, CXCR6 inh 2, UPR XBP1 act -2, UPR CHOP act -2.7 and Jurkat NFkB inh 7.
For O=C1OCC(CO)(CO)N=C1NNc1ccccc1[N+](=O)[O-] the results were CCR6 antag 4, EBI2 antag 8, 697 NFkB inh 4, Mdm2 MdmX PPI 11, Gli-Sufu block -2, CXCR6 inh -4, UPR XBP1 act -1, UPR CHOP act 2.7 and Jurkat NFkB inh -5.
For CCc1nnc2c(N(C)S(=O)(=O)c3ccc(C)cc3)nc3ccccc3n12 the results were CCR6 antag 13, EBI2 antag -6, 697 NFkB inh -7, Mdm2 MdmX PPI 23, Gli-Sufu block 30, CXCR6 inh 2, UPR XBP1 act 5, UPR CHOP act -0.3 and Jurkat NFkB inh 9.
COC(C)(C)[C@]12CC(O)(C(C)C)ON1[C@H]1CCCCC1N2O (stereo partly drawn) was read as CCR6 antag -7, EBI2 antag -15, 697 NFkB inh -24, Mdm2 MdmX PPI 14, Gli-Sufu block 5, CXCR6 inh -6, UPR XBP1 act -4, UPR CHOP act -2.4 and Jurkat NFkB inh -15.
`CC1(C)C2CC=C(/C=N/NC(=O)c3ccc(Cl)cc3)C1C2` (stereo not drawn) gave CCR6 antag 7, EBI2 antag 25, 697 NFkB inh 22, Mdm2 MdmX PPI 10, Gli-Sufu block -8, CXCR6 inh 10, UPR XBP1 act 1, UPR CHOP act 6.3 and Jurkat NFkB inh 1.
Screening O=C(NCCOc1ccccc1)C1CCC(=O)N(C2CCCCCC2)C1 (stereo not drawn) returned CCR6 antag 3, EBI2 antag 11, 697 NFkB inh 3, Mdm2 MdmX PPI 23, Gli-Sufu block 1, CXCR6 inh 2, UPR XBP1 act -8, UPR CHOP act -0.9 and Jurkat NFkB inh -4.
For CC1CCN(CC(C)OC(=O)c2ccco2)CC1 (stereo not drawn) the results were CCR6 antag 5, EBI2 antag -18, 697 NFkB inh 14, Mdm2 MdmX PPI 6, Gli-Sufu block -3, CXCR6 inh 2, UPR XBP1 act 1, UPR CHOP act 0.3 and Jurkat NFkB inh 1.

Some of these compounds in order of molecular weight, low to high.
CCC(C)(NC(=O)c1ccccn1)C(=O)NC1CCCC1 (stereo not drawn) was read as CCR6 antag 15, EBI2 antag 1, 697 NFkB inh 17, Mdm2 MdmX PPI 11, Gli-Sufu block 1, CXCR6 inh -3, UPR XBP1 act -2, UPR CHOP act 0.8 and Jurkat NFkB inh -4.
For O=C1OCC(CO)(CO)N=C1NNc1ccccc1[N+](=O)[O-] the results were CCR6 antag 4, EBI2 antag 8, 697 NFkB inh 4, Mdm2 MdmX PPI 11, Gli-Sufu block -2, CXCR6 inh -4, UPR XBP1 act -1, UPR CHOP act 2.7 and Jurkat NFkB inh -5.
COc1ccccc1CNS(=O)(=O)c1cc2c3c(c1)C(C)C(=O)N3CCC2 (stereo not drawn) was read as CCR6 antag 1, EBI2 antag 3, 697 NFkB inh 4, Mdm2 MdmX PPI 24, Gli-Sufu block 20, CXCR6 inh 2, UPR XBP1 act -2, UPR CHOP act -2.7 and Jurkat NFkB inh 7.
